bIAP inhibitor: intestinal alkaline phosphatase (bovine) inhibition; 190,000 tested, under 10 active; AID 1019; purified bovine IAP, CDP-star luminescence, 30 min; inhibition, % at 20 µM;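 active means over 50% inhibition of intestinal alkaline phosphatase at 20 µM in the single-dose screen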
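System: purified bovine intestinal alkaline phosphatase (IAP) enzyme; Input: IAP diluted 1/65,000,000 in the well; Measured by: CDP-star luminescence signal; Compound dosing: 20 µM single dose; Incubation: 30 min reaction at room temperature.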
Redox H2O2 prof: compounds producing H2O2 with reducing agent – biochemical, NIH compound library profiling, artefact control for MLSCN library redox annotation, primary screen; DTT-dependent redox cycling H2O2, phenol red/HRP absorbance; 100% = 100 µM peroxide control, 0% = buffer; activation, % at 10 µM; 200,000 tested, 0.03% active; AID 878;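 active means activation of at least 50% relative to the plate's high and low controls in the primary single-dose screen; inactive means activation below 50%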;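 further: compound incubated with DTT at 0.8 mM final as the reducing agent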
RAM network inh: blocks the yeast RAM network. 190,000 tested, 1.8% active. inhibition, % at 50 µM. S. cerevisiae dse1pr::URA3 reporter, 5-FOA growth OD615, 2 d; analog-sensitive cbk1-as2 kinase mutant strain. AID 868;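 active means inhibition above a set limit, 3 SD over mean compound inhibition, cut at about 8.4% in these data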;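 further: 0% = DMSO-only wells with no growth and 100% = 10 µM 1-NA-PP1 full growth; inhibition rescues growth on 5-FOA so higher OD means more RAM inhibition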
PPARg SRC3 recr: promotes SRC-3 coactivator recruitment by human PPARgamma; activation, % at 8 µM; 200,000 tested, 0.26% active; biochemical PPARgamma/SRC-3 coactivator recruitment assay; in the data active means activation above about 23%;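 further: 0% = DMSO and 100% = reference agonist; some compounds past the cut are filed as inactive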
Target sequence (P37231 whole entry, looked up): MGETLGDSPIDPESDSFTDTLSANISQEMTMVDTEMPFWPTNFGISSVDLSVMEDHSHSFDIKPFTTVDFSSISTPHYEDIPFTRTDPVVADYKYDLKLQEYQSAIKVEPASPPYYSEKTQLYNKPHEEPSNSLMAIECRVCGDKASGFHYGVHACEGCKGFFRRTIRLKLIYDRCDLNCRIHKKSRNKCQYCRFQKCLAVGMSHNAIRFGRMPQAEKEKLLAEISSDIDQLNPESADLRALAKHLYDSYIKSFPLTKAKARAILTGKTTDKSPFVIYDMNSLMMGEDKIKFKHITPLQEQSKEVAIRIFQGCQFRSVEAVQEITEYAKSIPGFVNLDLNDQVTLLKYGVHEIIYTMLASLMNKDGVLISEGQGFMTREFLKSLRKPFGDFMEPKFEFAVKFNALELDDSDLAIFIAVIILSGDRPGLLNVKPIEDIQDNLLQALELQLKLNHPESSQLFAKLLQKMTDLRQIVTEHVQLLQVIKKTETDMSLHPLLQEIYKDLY
PPARg SRC-1 ag: agonists of human PPARgamma SRC-1 coactivator recruitment; P37231; 200,000 tested, 0.41% active; PPARgamma-SRC-1 coactivator recruitment biochemical assay; activation, % at 8 µM; in the data active means activation above about 19%;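 further: 0% = DMSO and 100% = reference agonist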
PPARg SRC-2 ag: PPARgamma-driven SRC-2 recruitment agonism. PPARgamma LBD-SRC-2 recruitment, biochemical. activation, % at 8 µM. AID 1032. 200,000 tested, 0.34% active. P37231; in the data active means activation above about 22%;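 further: 0% = vehicle and 100% = reference agonist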
HMGR II inh: E. faecalis class II HMG-CoA reductase inhibition. 190,000 tested, 0.41% active. inhibition, % at 10 µM. AID 1066. purified E. faecalis HMGR, NADPH absorbance 340 nm kinetic;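 active means inhibition above a set limit, the median over all tested compounds plus 3 SD, cut at about 9.5% in these data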;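 further: enzyme runs in reverse so mevalonate oxidation gives rising NADPH absorbance; 0% = complete reaction with DMSO and 100% = background rate lacking mevalonate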
ROMK primary: modulates human ROMK potassium channel activity; Tet-inducible ROMK, thallium flux fluorescence; actives lie on both sides; P48048; B-score at 10 µM; 130,000 tested, 2% active;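 active means signal ratio slope over the read window, or its plate-corrected B-score, at least 3 SD from the plate mean, either direction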;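 further: B-score of the F/F0 ratio slope over 7 to 12 s after thallium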
Target sequence (P48048 whole entry, looked up): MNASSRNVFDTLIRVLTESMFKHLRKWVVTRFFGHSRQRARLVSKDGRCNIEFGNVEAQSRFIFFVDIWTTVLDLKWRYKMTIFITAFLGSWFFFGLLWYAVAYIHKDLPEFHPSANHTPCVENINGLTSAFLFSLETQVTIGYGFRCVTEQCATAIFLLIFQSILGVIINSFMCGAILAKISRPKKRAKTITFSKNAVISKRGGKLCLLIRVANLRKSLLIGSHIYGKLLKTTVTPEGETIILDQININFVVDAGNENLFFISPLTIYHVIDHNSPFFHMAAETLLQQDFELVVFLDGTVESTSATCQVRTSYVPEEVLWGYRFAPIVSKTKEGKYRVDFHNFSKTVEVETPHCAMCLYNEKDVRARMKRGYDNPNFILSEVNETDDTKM
L major viab: reduces viability of Leishmania major promastigotes | resazurin fluorescence viability | inhibition, % at 10 µM | 200,000 tested, 9% active | AID 1063; in the data active means inhibition above about 50%;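 further: promastigotes grown with compound for 44 hours at 28 °C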
SRC2 TRFRET art: counter-screen for PPARgamma SRC-2 recruitment agonists: TR-FRET artefact; TR-FRET ratio at 8 µM; hits give high values; 200,000 tested, 0.4% active; in the data active means TR-FRET ratio above about 2000; further: inactives centre near 1500; reference of the scale not given here
S1P3 antag: blocks the human S1P3 receptor | Q99500 | CHO S1P3 NFAT-BLA reporter, FRET fluorescence, antagonist mode | inhibition, % at 4.98 µM | 170,000 tested, 0.27% active | AID 485;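 active means inhibition above the plate cutoff, the mean inhibition of test wells on that plate plus 3 SD, cut at about 28% in these data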;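 further: cells challenged with S1P at its EC80 of 0.8 µM; blue over green emission ratio from cleaved BLA substrate after 4 h stimulation; 0% = S1P-stimulated wells and 100% = unstimulated DMSO-only wells; some compounds past the cut are filed as inactive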
Starred values were filed as active, the others as inactive; . = not tested or not shown.

SMILES | bIAP inhibitor | Redox H2O2 prof | RAM network inh | PPARg SRC3 recr | PPARg SRC-1 ag | PPARg SRC-2 ag | HMGR II inh | ROMK primary | L major viab | SRC2 TRFRET art | S1P3 antag
CC(=O)Cc1nsc(Nc2ccc(C)cc2)n1 | -13 | -0.2 | -0.2 | 2 | 4 | -4 | -2 | 0.43 | -1 | 1674 | -5
CC(C)c1ccc(NC(=O)c2snc3ccc(Cl)cc23)cc1 | 7 | -0.4 | 7.0 | -2 | 3 | 1 | 1 | 0.64 | -5 | 1441 | 2
CC1CCc2c(sc(NC(=O)C3c4ccccc4Oc4ccccc43)c2C(N)=O)C1 (stereo not drawn) | -11 | 0.1 | 4.3 | -5 | 2 | 1 | -3 | 0.86 | -7 | 1520 | -17
CC(=O)Nc1ccc(NS(=O)(=O)C(F)(F)F)cc1 | 3 | 2.9 | 2.0 | 1 | 7 | -1 | -1 | . | -8 | 1568 | 1
CCOC(=O)C(=O)Nc1ccccc1C#N | . | -0.1 | -0.1 | 2 | -3 | 11 | -2 | 0.27 | -6 | 1528 | -3
CCOC(=O)c1ccc(Nc2cc(C)nc3ncnn23)cc1 | -20 | -0.8 | 0.7 | -2 | -3 | -1 | -4 | . | 7 | 1504 | 5
CCCn1c2c(c(O)c(C(=O)Nc3ccc(OC)cc3)c1=O)CCCC2 | -12 | -0.5 | 9.2* | -5 | 0 | -4 | 0 | . | 20 | 1510 | 0
Cc1sc(NC(=O)c2ccc(Br)s2)c(C(N)=O)c1C | 14 | -0.8 | 2.4 | -12 | 4 | -5 | -3 | . | 12 | 1486 | .
Cc1ccc2c(c1)C1CN(C)CCC1N2C(=S)NC(=O)c1ccc(Br)cc1 (stereo not drawn) | -7 | 0.0 | 1.2 | 3 | 7 | 3 | 0 | . | 99* | 1523 | 4
Cc1ccc(-c2nn(CC(=O)O)c(=O)c3ccccc23)cc1 | 7 | 0.6 | 1.3 | -8 | 1 | 3 | -6 | -0.072 | 0 | 1419 | -8
COc1ccc(CNC(=O)C2CC(c3ccc(F)cc3)=NO2)cc1 (stereo not drawn) | 13 | 1.6 | 1.6 | 2 | 5 | -4 | 0 | . | -8 | 1534 | -12
CSC1=NSC2=NC(=O)/C(=C/c3coc4ccc(O)cc4c3=O)C(=N)N12 | 37 | -0.3 | 1.6 | 0 | 6 | 8 | 5 | . | -8 | 1517 | 9
CCCc1nnc(SCC(=O)N2CCCCC2)n1CC1CCCO1 (stereo not drawn) | -9 | 0.8 | 2.3 | 16 | 5 | -10 | -1 | . | -5 | 1549 | .
CCN(CCCNC(=O)CCNC(=O)Cn1ccc2ccccc2c1=O)c1ccccc1 | -3 | 0.2 | 0.1 | -1 | 12 | -1 | 1 | . | -2 | 1406 | 2
Cc1ccc(S(=O)(=O)N(C)CC(=O)OCc2nnc(-c3ccccc3)o2)cc1 | 3 | 1.8 | 0.5 | -3 | -1 | 5 | 0 | . | 10 | 1716 | -23
CCn1c(CCc2ccccc2)n[nH]c1=S | 26 | -0.9 | 0.0 | 3 | -6 | 3 | -1 | 0.25 | -5 | 1442 | -11
O=C(Nc1cccnc1)/C(N=Nc1cccnc1)=C(\O)c1ccccc1 | -6 | 0.6 | 2.4 | 8 | 3 | 8 | -14 | . | 39 | 1604 | 1
Cc1ccc(-c2nnn(CC(=O)NCCC3=CCCCC3)n2)cc1 | -15 | 3.1 | 1.2 | -2 | 2 | -8 | -4 | . | -1 | 1473 | .
O=C(Nc1c2c(nc3c1CCC3)CCCC2)c1ccccn1 | 10 | -0.1 | 0.4 | 5 | 9 | 5 | -6 | -0.22 | 1 | 1717 | 1
CC1(C)Cc2c(c(N3CCCC3)[nH]c(=S)c2C#N)CO1 | 16 | 0.1 | -1.2 | 0 | 2 | 3 | 1 | 0.32 | -4 | 1497 | .
COc1cc2c(cc1OC)CN(CC(=O)Nc1ccc(Cl)c(S(=O)(=O)N(C)C)c1)CC2 | -3 | -0.5 | 1.1 | 2 | -1 | -3 | -7 | 0.19 | 7 | 1883 | -13
O=C1CS(=O)CN1c1ccc(Oc2ccccc2)cc1 (stereo not drawn) | 3 | 4.1 | 1.9 | 3 | -1 | 5 | -5 | -0.3 | -3 | 1661 | -4
COc1ccc(Cl)cc1NC(=O)c1cnc2sccn2c1=O | 9 | 0.1 | 3.2 | 0 | -3 | -4 | -4 | . | 0 | 1399 | -8
CCOc1ccccc1NC(=O)CCCN1C(=S)NC(C)(C)CC1C (stereo not drawn) | 33 | 0.7 | 0.4 | -1 | 5 | -9 | 0 | -0.043 | 52* | 1389 | -6
C=C(C)c1cccc(C(C)(C)NC(=O)Nc2ccc(C(C)=O)cc2)c1 | -6 | -0.4 | 1.3 | 6 | 6 | 6 | -9 | . | -2 | 1774 | 1
(cont.)
SMILES | bIAP inhibitor | Redox H2O2 prof | RAM network inh | PPARg SRC3 recr | PPARg SRC-1 ag | PPARg SRC-2 ag | HMGR II inh | ROMK primary | L major viab | SRC2 TRFRET art | S1P3 antag
CCSc1nnc(NC(=O)C(C)(C)C)s1 | 1 | 0.5 | -1.4 | 7 | 1 | 12 | -1 | . | -6 | 1731 | 2
Cc1ccc(O)c(C(=O)c2cnn(C(=O)COc3ccc(Cl)cc3)c2)c1 | 15 | 0.6 | 1.4 | 2 | 4 | 5 | 2 | . | -7 | 1576 | -10
OCCC1CN(Cc2cccc(-c3ccco3)c2)CCN1Cc1ccsc1 (stereo not drawn) | -8 | 0.6 | 1.7 | 0 | 5 | 3 | -1 | -1 | 85* | 1520 | -5
C=CCNC(=S)N(CC)c1cccc2ccccc12 | -18 | -0.7 | 0.0 | -1 | 2 | -3 | -4 | -0.37 | 6 | 1607 | -10
CNC(=O)CSc1nnc(-c2ccc3c(c2)OCO3)n1C | -10 | 11 | 0.4 | -2 | 2 | -1 | -4 | -0.015 | -4 | 1506 | 9
O=C(c1cccc(Cl)c1)N1CCn2c1nc1ccccc12 | 6 | 11 | 1.5 | -3 | -5 | 4 | -1 | 0.56 | 5 | 1622 | -11
O=C(NC(NC1CCS(=O)(=O)C1)C(Cl)(Cl)Cl)c1ccc(Br)cc1 (stereo not drawn) | 6 | 1.2 | -0.3 | -1 | 3 | 3 | -6 | . | 44 | 1523 | .
Cc1cccc(C(=O)N/N=C/c2cc(Br)c(Br)o2)c1 | 0 | -0.5 | 1.1 | 3 | 10 | 9 | -3 | 0.4 | 5 | 1592 | -7
COc1ccc(F)cc1CN1CCN(C(=O)CCC(=O)Nc2nnc(C(C)C)s2)CC1 | 0 | 0.1 | 2.0 | 5 | 4 | 2 | -3 | 0.002 | 1 | 1479 | -16
Cc1onc(C(=O)Nc2sc3c(c2C#N)CCCC3)c1[N+](=O)[O-] | -6 | -0.1 | 2.2 | 4 | 0 | 1 | 4 | -0.33 | 20 | 1532 | 7
O=C(NCc1nnc(SCC(=O)N2CCc3ccccc32)o1)c1cccs1 | 2 | -0.9 | 4.2 | -3 | -10 | -7 | 5 | -0.19 | -4 | 1421 | -2
Cc1ccc(NCc2ccc(Cl)nc2)c(NCc2ccc(Cl)nc2)c1 | 3 | -0.5 | 1.5 | 5 | 8 | -6 | 0 | -0.84 | 11 | 1744 | 3
N#Cc1ccc(Oc2cccc(C(=O)O)c2)cc1C#N | 5 | -0.3 | 0.3 | -5 | 1 | -5 | 1 | . | 0 | 1351 | -19
CCS(=O)(=O)Nc1ccc2c(c1)OCO2 | 2 | -0.5 | 0.8 | -1 | 2 | 3 | -8 | -0.51 | -5 | 1477 | -29
N/C(=N\OC(=O)c1ccccc1)c1ccccn1 | -1 | -1.3 | 1.1 | 5 | -12 | -7 | 1 | 0.11 | -5 | 1265 | -15
C/C(=C\C(=O)c1ccccc1)Nc1ccc(O)cc1 | 15 | -0.5 | 0.4 | 8 | 0 | 6 | 0 | . | 17 | 1361 | .
CCCCNC(=O)COC(=O)CNC(=O)c1cc(Cl)cc([N+](=O)[O-])c1 | 9 | -0.2 | 0.1 | -4 | 4 | 1 | -6 | 0.34 | -8 | 1618 | -6
O=C(NCc1ccco1)c1ccccc1NS(=O)(=O)c1ccc2c(c1)OCCO2 | 10 | 1.9 | 3.8 | 1 | -2 | -1 | -10 | . | -2 | 1619 | -19
O=C(Nc1c(F)cc(F)cc1Br)c1cc(S(=O)(=O)N2CCN(c3ccccn3)CC2)ccc1F | -9 | -0.6 | -0.2 | 11 | 8 | 6 | -4 | -0.7 | 5 | 1588 | 0
Cc1ccccc1N1CC(O)(c2cccs2)[N+]2=C1CCCC2 (stereo not drawn) | 9 | -0.8 | 1.1 | 4 | 13 | 10 | -2 | . | 16 | 1560 | 3
O=C(N/N=C/c1cccc([N+](=O)[O-])c1)C1COc2ccccc2O1 (stereo not drawn) | 9 | -0.8 | 0.3 | 3 | 5 | -5 | 4 | -0.64 | 3 | 1615 | -9
COC(=O)c1ccc(NC(=O)C2C3CCC(C3)C2C(=O)O)cc1 (stereo not drawn) | 5 | -4.0 | 1.1 | 3 | 4 | 1 | -1 | . | 0 | 1496 | 3
O=C(Nc1cccc2nsnc12)c1ccc(-c2cccc(Cl)c2)o1 | 10 | 1.4 | 2.3 | 14 | 2 | 11 | -5 | . | -1 | 1668 | .
COc1ccc(NC(=O)CCC2CCCC2)cc1OC | 0 | -0.1 | 0.7 | 4 | 2 | -3 | -4 | . | -2 | 1412 | -2
Cc1cccc(N=Nc2c(N)n[nH]c2-c2ccc(Cl)cc2)c1 | 6 | 3.3 | 3.5 | 4 | -3 | -8 | -2 | . | 5 | 1501 | .
Other results
SMILES | bIAP inhibitor | Redox H2O2 prof | RAM network inh | PPARg SRC3 recr | PPARg SRC-1 ag | PPARg SRC-2 ag | HMGR II inh | ROMK primary | L major viab | SRC2 TRFRET art | S1P3 antag
Cc1nn(-c2ccccc2)c2sc(-c3nnc(SCC(=O)O)o3)cc12 | -2 | 0.1 | -0.1 | -1 | 1 | 1 | 3 | -0.25 | -7 | 1359 | .
CCNC(=O)c1ccc(C2SCC(=O)N2Cc2ccco2)cc1 (stereo not drawn) | -1 | 2.1 | 0.3 | 2 | 4 | 8 | 2 | . | 1 | 1657 | .
O=C(CSc1nc2ccccc2c(=O)n1-c1ccccc1)c1c[nH]c2ccccc12 | 5 | -0.1 | 3.7 | 3 | 5 | 0 | -2 | 0.92 | 51* | 1537 | 11
COc1ccc(Cc2nn[nH]n2)cc1 | 11 | 0.0 | 0.1 | 6 | -2 | 6 | 0 | -0.14 | -8 | 1634 | .
Cc1[nH]c2ccc(C(=O)O)cc2c1C | -4 | 0.3 | -0.1 | -1 | -5 | -1 | 2 | 0.88 | 0 | 1398 | .
Nc1nc(N2CCOCC2)nc2ccccc12 | 7 | 0.8 | 0.9 | 12 | 14 | 6 | -5 | 0.96 | 4 | 1684 | -32
COc1ccccc1NC(=O)Cn1cc(C#N)c2ccccc21 | -2 | -0.7 | 2.8 | 2 | -10 | -1 | -1 | -0.71 | -6 | 1422 | .
